BAP1 inh = inhibitors of BAP1 deubiquitinase, primary screen, biochemical, Ub-AMC fluorescence, kinetic; activity remaining (% of control), % at 20 µM; actives 0.48% (n = 72,000); recombinant BAP1, Ub-AMC hydrolysis fluorescence kinetic; stronger effect = lower value;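 active = activity remaining at or below 50% of control, provided the compound also passes the data quality filters; inactive = the rest, including low values that fail the filters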;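 note: 100% = DMSO wells rate and 0% = substrate alone blank rate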
Target sequence (Q92560 whole entry, looked up): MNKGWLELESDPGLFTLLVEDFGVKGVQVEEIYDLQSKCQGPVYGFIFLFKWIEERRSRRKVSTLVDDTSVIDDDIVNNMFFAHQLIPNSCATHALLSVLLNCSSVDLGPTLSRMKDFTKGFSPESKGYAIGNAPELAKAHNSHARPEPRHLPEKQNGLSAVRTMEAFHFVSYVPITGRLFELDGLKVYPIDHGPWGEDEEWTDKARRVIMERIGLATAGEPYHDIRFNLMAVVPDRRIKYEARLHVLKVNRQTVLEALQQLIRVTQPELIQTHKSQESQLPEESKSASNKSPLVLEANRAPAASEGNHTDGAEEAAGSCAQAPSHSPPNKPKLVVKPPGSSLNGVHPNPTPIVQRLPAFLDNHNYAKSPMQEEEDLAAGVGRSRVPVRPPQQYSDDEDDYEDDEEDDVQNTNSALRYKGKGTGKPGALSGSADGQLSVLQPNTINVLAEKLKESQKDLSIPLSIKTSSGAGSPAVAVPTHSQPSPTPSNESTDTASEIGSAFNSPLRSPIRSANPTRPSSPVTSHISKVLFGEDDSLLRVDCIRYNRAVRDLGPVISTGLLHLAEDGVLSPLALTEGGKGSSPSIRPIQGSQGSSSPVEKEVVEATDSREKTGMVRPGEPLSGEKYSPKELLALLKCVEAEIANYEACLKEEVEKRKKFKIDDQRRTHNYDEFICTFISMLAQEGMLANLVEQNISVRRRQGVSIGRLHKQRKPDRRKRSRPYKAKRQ
HePTP inh = inhibitors of human HePTP phosphatase, primary screen, biochemical, absorbance, leukemia target; AID 521, 2006; recombinant HePTP phosphatase activity, OD absorbance; actives 0.64% (n = 110,000); inhibition, % at 20 µM; in the data active = inhibition above about 50%;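 note: plate controls were vehicle for no effect and reference inhibitor for full effect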
Target sequence (P35236 whole entry, looked up): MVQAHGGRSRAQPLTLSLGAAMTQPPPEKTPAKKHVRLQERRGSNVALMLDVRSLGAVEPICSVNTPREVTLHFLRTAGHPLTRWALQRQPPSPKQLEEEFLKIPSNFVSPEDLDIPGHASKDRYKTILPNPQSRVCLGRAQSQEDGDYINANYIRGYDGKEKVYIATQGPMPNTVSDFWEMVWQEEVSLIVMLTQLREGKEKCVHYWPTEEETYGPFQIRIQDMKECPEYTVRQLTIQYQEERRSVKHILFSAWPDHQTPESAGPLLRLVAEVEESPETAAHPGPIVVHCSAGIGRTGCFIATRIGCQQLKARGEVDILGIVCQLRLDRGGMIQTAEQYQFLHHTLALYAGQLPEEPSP
* = called active by the depositor; / = not tested or not shown; & = joins results of further samples.

Results follow in this order: BAP1 inh	HePTP inh
1) CCCOc1cccc(C(=O)Nc2cc(C(=O)OC)cc(C(=O)OC)c2)c1
  /	9
2) O=C1CSC(c2ccccc2)N1/N=C/c1ccccc1 (configuration not stated)
  /	4
3) CCC(=O)Oc1ccc(-c2nc(-c3cccnc3)no2)cc1
  96	9
4) COc1ccc(/C(N)=N/OC(=O)c2cccc(I)c2)cc1OC
  /	-3
5) COc1nc(Nc2ccc(-c3nc4ccccc4o3)cc2)nc(N2CCOCC2)n1
  /	9
6) O=C(COc1ccc(Cl)cc1Br)NNC(=O)c1ccc(O)cc1
  /	8
7) CCc1nnc(NC(=O)c2ccc(S(=O)(=O)N(CCOC)CCOC)cc2)s1
  94	7
8) COc1ccc2cc3cc(C(=O)NCc4ccccn4)oc3nc2c1
  /	-8
9) O=[N+]([O-])c1ccc(N=Cc2c[nH]c3ccccc23)cc1
  /	12
10) c1ccc(-c2[nH]nc(-c3cccnc3)c2-c2nc3ccccc3[nH]2)cc1
  /	7
11) CCC(=O)N(Cc1cc(=O)[nH]c2ccccc12)c1cccc(C)c1
  86	7
12) Cc1cc(Cl)ccc1OCC(O)CN1CCCCC1C (configuration not stated)
  191	/
13) CCCSc1nc2c(cnn2-c2ccc(Cl)cc2)c(=O)[nH]1
  56	8
14) CCCOc1ccc(/C(O)=C2/C(=O)C(=O)N(CCCN3CCOCC3)C2c2ccncc2)cc1 (configuration not stated)
  74	-3
15) CCn1c(=N)n(CC(=O)C23CC4CC(CC(C4)C2)C3)c2ccccc21
  80	6
16) Cc1cc(C)nc(NC(=O)c2cc3ccccc3o2)n1
  101	-2
17) Cc1nc2nc(Cc3ccccc3)[nH]n2c(=O)c1Cl
  60	6
18) c1coc(CNCC2OCCc3ccccc32)c1 (configuration not stated)
  111	3
19) CC(C)c1nc(SCC(=O)N2CCN(c3ccccc3)CC2)c2c(=O)n(C)c(=O)n(C)c2n1
  95	2
20) Cc1cc(Cl)ccc1OCC(=O)NNC(=O)Cc1ccc(Cl)cc1
  /	-2
21) C/C(=C1/SC(=S)N(CCC(=O)O)C1=O)c1ccc(O)cc1
  /	3
22) C=CCn1c(SCC(=O)OCc2ccccc2)nc2c1c(=O)n(C)c(=O)n2C
  98	8
23) O=C(O)CCC(=O)NNc1nc(-c2ccccc2)c2cc(Br)ccc2n1
  /	-1
24) Cc1ccc(Cl)cc1N1CCN(CC(=O)Nc2ccc3[nH]c(=O)[nH]c3c2)CC1
  70	10
25) CN1CCN(C(=O)c2nn3c(C(F)(F)F)cc(-c4ccc(Cl)cc4)nc3c2Cl)CC1
  /	-6
26) Cc1cccc(NC(=O)c2ccc(C(=O)Nc3cccc(C)n3)cc2)n1
  /	-9
27) CCOC(=O)CSc1nnc(CNC(=O)Cc2ccccc2)n1C
  104	-4
28) COc1ccc(C(O)c2nc3ccccc3n2C)cc1OC (configuration not stated)
  99	4
29) CC(=O)c1c(C)nc(-c2ccc(Cl)cc2Cl)n1O
  91	-2
30) COc1ccc(COC(=O)C2=C(C)NC(=O)NC2c2ccc(O)c(OC)c2)cc1 (configuration not stated)
  83	2
31) O=C(c1ccco1)N1CCN(Cc2ccccc2Cl)CC1
  /	-1
32) CCOC(=O)CSc1nc2sc3c(c2c(=O)n1CC)CC(C)(C)OC3
  /	4&6
33) O=C(c1cc(N2CCCCC2)c(F)cc1[N+](=O)[O-])N1CCCCC1
  /	7
34) CCOC(=O)N1CCC(NC(=O)CCc2c(C)nc3c(c(C)nn3-c3ccccc3)c2C)CC1
  102	3
35) CCCNC(=O)Cc1cc(=O)[nH]c(=O)[nH]1
  103	-1
36) Cc1cccc(C)c1NC(=O)C1CC(=O)N(C(C)C)C1 (configuration not stated)
  103	5
37) O=C(CSc1nnc(NC(=O)CN2CCOCC2)s1)Nc1ccccc1
  101	-1
38) OC(C#CCN1CCCCC1)(c1ccccc1)c1ccccc1
  /	-16
39) O=C(N/N=C/C=C/c1ccccc1)c1cc(C2CC2)[nH]n1
  /	0
40) CCOc1ccc(/C=N/n2cnnc2)cc1
  89	1
41) CC(C)Cc1ccc(C(C)C(=O)Nc2cccc(O)c2)cc1 (configuration not stated)
  /	-4
42) O=C(O)CCCNC(=O)/C(=C\c1ccc(Cl)cc1)NC(=O)c1ccccc1
  /	-1
43) CSc1nc(C2CC2)cc(-c2cccs2)c1C#N
  142	7
44) Cc1cc(C)cc(-n2c(O)c(/C=C3\C=Nc4ccccc43)c(=O)[nH]c2=O)c1
  /	-12
45) CCOC(=O)C1CCN(C(=O)Nc2ccc(Cl)c(Cl)c2)CC1
  /	4
46) CCOC(=O)c1cnn(-c2ncnc3sc(CC)cc23)c1N
  /	4&-1
47) O=C(Nc1ccc(I)cc1)c1ccc(Br)c(S(=O)(=O)N2CCCCC2)c1
  109	/
48) Cc1ccc2oc(=O)c3cnn(CC(=O)N(CCC(C)C)Cc4ccco4)c3c2c1
  84	-5
49) CCOC(=O)c1c(-c2ccc(Cl)cc2)csc1NC(=O)COc1ccc(F)cc1
  /	-1
50) O=[N+]([O-])c1cccc(NS(=O)(=O)c2cc(Cl)ccc2Cl)c1
  /	-22
51) NC(=O)c1cnn2c1NC(c1ccc(F)cc1)CC2C(F)(F)F (configuration not stated)
  97	-3
52) COC(=O)c1[nH]c2cccc(OC)c2c1NC(=O)CN1CCN(c2cccc(OC)c2)C(C)C1 (configuration not stated)
  97	3
53) O=C(NNc1cccc(F)c1)C(O)(c1ccccc1)c1ccccc1
  /	5
54) Fc1ccccc1-c1nnc2ccc3ccccc3n12
  /	8
55) COc1ccc(OC)c(N=C2C(=O)Nc3ccccc32)c1
  89	-9
56) COc1nc(OC/C(N)=N/O)nc(N2CCOCC2)n1
  92	8
57) C(=Cc1ccccc1)Sc1ccc2ccccc2n1
  135	/
58) CC(C)Oc1cccc(-c2cc(C(=O)O)c3ccccc3n2)c1
  /	8
59) Cc1cc(Cl)cc(Br)c1OCCNCC(C)O (configuration not stated)
  68	0
60) O=C(NC(=S)Nc1ccc(Cl)cc1)c1ccco1
  /	-14

Three compounds from above, ordered by the value under BAP1 inh, falling:
Results follow in this order: BAP1 inh	HePTP inh
57) C(=Cc1ccccc1)Sc1ccc2ccccc2n1
  135	/
51) NC(=O)c1cnn2c1NC(c1ccc(F)cc1)CC2C(F)(F)F (configuration not stated)
  97	-3
40) CCOc1ccc(/C=N/n2cnnc2)cc1
  89	1

(list continues)
Results follow in this order: BAP1 inh	HePTP inh
61) CN(Cc1ccc(OC(F)F)cc1)C(=O)c1ccc2nccnc2c1
  116	9
62) COc1cc(C)nc(NS(=O)(=O)c2ccc(C)cc2)n1
  101&84&60	17
63) CN1c2ccccc2-c2nc3ccccc3n2C1c1ccncc1 (configuration not stated)
  51	-3
64) COc1ccc(OCC(=O)Nc2cc(-c3nn4c(C)nnc4s3)ccc2C)cc1
  95	8
65) COc1ccc2c(c1)c(CC(=O)O)c(C)n2C(=O)c1ccc(Cl)cc1
  84&86	2
66) CS(=O)(=O)N1CCC(C(=O)Nc2cc(C(F)(F)F)ccc2Cl)CC1
  83	-6
67) Cc1cc(NCCN2CCOCC2)n2ncc(-c3ccc(Cl)cc3)c2n1
  75	4
68) COc1ccc(-c2ccc(-c3nnc(Cc4ccc(OC)c(OC)c4)o3)cc2)cc1
  71	-4
69) Cc1cc(C(=O)N/N=C/C=C/c2ccccc2)n[nH]1
  /	3
70) Cc1ccc2c(c1)N(CCC(=O)NCCCOC(C)C)C(=O)C(C)O2 (configuration not stated)
  109	10
71) CCOC(=O)c1c(C)[nH]c(C(=O)Cn2c(=O)oc3ccccc32)c1C
  103	9
72) COc1cccc(-c2nn(-c3ccccc3)cc2C(=O)NCC(=O)O)c1
  133	0
73) Cc1ccc(N2C(=O)CC(N3CCC(C)CC3)C2=O)cc1 (configuration not stated)
  /	-6
74) COc1ccc(C(=O)Nc2cc([N+](=O)[O-])ccc2C)cc1OC
  /	9
75) Cc1cccc(-n2c(O)c(C=Nc3ccccc3N)c(=O)[nH]c2=O)c1
  72	12&-25
76) CCN1CCCC1CNC(=O)c1cc(OC)c(OC)c(OC)c1 (configuration not stated)
  /	3
77) COc1ccc(OC)c(C2C3=C(Nc4c2c(=O)[nH]c(=O)n4C)c2ccccc2C3=O)c1 (configuration not stated)
  229	/
78) O=C(Oc1cccc2ccccc12)c1ccc(Cl)cc1Cl
  /	-9
79) CCc1cc(C)cc(OCCOc2cccc(C=C3C(=O)NC(=S)NC3=O)c2)c1
  /	4
80) O=C(C1CCCN1S(=O)(=O)c1cccc2cccnc12)N1CCc2ccccc21 (configuration not stated)
  96	-7
81) O=C1CCCC(O)=C1C(C#Cc1ccccc1)C1=C(O)CCCC1=O
  109	5
82) Cc1ccc(C(O)c2nc3ccccc3n2C)cc1 (configuration not stated)
  /	7
83) COc1ccccc1C(=O)NCc1ccc2c(c1)OCO2
  114	8
84) CCOC(=O)C1CCCN(Cc2cccc(Cl)c2)C1 (configuration not stated)
  151	-13
85) CN1CCN(C(=O)c2cccc(S(=O)(=O)N3CCCCC3)c2)CC1
  105	4
86) O=C(CN1CCN(c2nc(-c3ccccc3)cs2)CC1)Nc1ccc2c(c1)OCO2
  78	-4
87) CCOc1cc(S(=O)(=O)NCc2ccco2)c(OCC)cc1-n1cnnn1
  /	1
88) CS(=O)(=O)N(CC(=O)N1CCN(c2ccccc2F)CC1)c1cccc(C(F)(F)F)c1
  107	4
89) O=C(CC(c1ccccc1)c1cc(Br)ccc1O)NCc1ccco1 (configuration not stated)
  100	4
90) O=S(=O)(Nc1ccnc2ccccc12)c1ccccc1
  /	-13
91) COc1ccc(C(=O)Nn2c(C3CCC3)nc3ccccc3c2=O)c(OC)c1
  94	6
92) O=C(COc1ccc(Cl)cc1Cl)NC1CCSC1=O (configuration not stated)
  114	-1
93) CCC(=O)Nc1cccc(-c2nnc(SCC(=O)c3ccccc3)n2C)c1
  96	7
94) O=C(NNc1ccc([N+](=O)[O-])cc1)c1ccc(Cl)cc1Cl
  /	-2
95) O=[N+]([O-])c1ccc(N(CC(O)CN2CCCCC2)S(=O)(=O)c2ccccc2)cc1 (configuration not stated)
  /	-2
96) COc1ccc(CCNc2c(N)n(Cc3ccccc3)c(=O)[nH]c2=O)cc1OC
  103	10
97) CCCc1nc(SCC(=O)NCc2ccco2)c2c(=O)n(C)c(=O)n(C)c2n1
  79	11
98) O=C(CCCc1ccccc1)N1CCc2ccccc21
  /	-12
99) Cn1cnnc1SCC(=O)Nc1sc2c(c1C#N)CCCCC2
  116	-1
100) CCOC(=O)c1c(C)[nH]c(C(=O)CSc2ccccc2)c1C
  74	12
101) O=C(/C=C/c1cccc([N+](=O)[O-])c1)Nc1cccnc1
  /	3
102) O=C(NCc1cccnc1)c1cnc2n(c1=O)CCS2
  92	/
103) Cc1cc(=O)[nH]c(SCC(=O)C23CC4CC(CC(C4)C2)C3)c1C#N
  81	-5
104) CN1C(=O)/C(=C\c2ccc(-c3ccc(F)c(Cl)c3)o2)SC1=S
  /	-2
105) O=C(/C=C/c1ccc(Cl)cc1)Nc1ccc(-c2nc3ccccc3s2)c(O)c1
  /	38
106) Cc1cc(C)nc(/N=C(/N)Nc2cccc(OCc3ccccc3)c2)n1
  /	8
107) CCc1ccc(NS(=O)(=O)c2cccs2)cc1
  89	2
108) O=C1c2ccccc2C(=O)N1c1ncccn1
  118	5
109) O=C(Nc1ccccc1NC(=O)c1ccccc1)c1ccccc1
  160	/
110) Cc1sc(NC(=O)c2ccccc2)c(C#N)c1C
  172	/
111) Oc1ccc(-c2onc(C(F)(F)F)c2-c2cscn2)c(O)c1
  102	2
112) Cc1ccc(-n2c(=O)c(C#N)cc3c(=O)n4ccccc4nc32)cc1
  /	6
113) NNC(=O)CSc1nc2ccccc2n1Cc1ccccc1
  /	4
114) COc1cccc(CNc2nc3nc(C)c(Cl)c(C)n3n2)c1
  83	-7
115) Nc1c(S(=O)(=O)c2ccccc2)c2nc3ccccc3nc2n1/N=C/c1ccco1
  /	6
116) COc1ccc(N2C(=O)CC(Sc3nccc(C)n3)C2=O)cc1 (configuration not stated)
  101	5&1
117) CC1CN(C(=O)CN2C(=O)c3ccccc3C2=O)CC(C)O1 (configuration not stated)
  106	3
118) O=C(O)c1cccc(N2CCCC2=O)c1
  94	-3
119) CC(C)C(=O)N1CCN(CCN=CC2=C(O)CC(c3ccco3)CC2=O)CC1 (configuration not stated)
  /	2
120) CC(=O)Nc1ccc(S(=O)(=O)N(c2cccnc2)S(=O)(=O)c2ccc(NC(C)=O)cc2)cc1
  /	5
121) Cn1c(=O)c2c(nc(/C=C/c3cccc(Cl)c3)n2C)n(C)c1=O
  83	/

Some of these compounds in order of count of non-hydrogen atoms, high to low.
Results follow in this order: BAP1 inh	HePTP inh
120) CC(=O)Nc1ccc(S(=O)(=O)N(c2cccnc2)S(=O)(=O)c2ccc(NC(C)=O)cc2)cc1
  /	5
115) Nc1c(S(=O)(=O)c2ccccc2)c2nc3ccccc3nc2n1/N=C/c1ccco1
  /	6
95) O=[N+]([O-])c1ccc(N(CC(O)CN2CCCCC2)S(=O)(=O)c2ccccc2)cc1 (configuration not stated)
  /	-2
119) CC(C)C(=O)N1CCN(CCN=CC2=C(O)CC(c3ccco3)CC2=O)CC1 (configuration not stated)
  /	2
93) CCC(=O)Nc1cccc(-c2nnc(SCC(=O)c3ccccc3)n2C)c1
  96	7
106) Cc1cc(C)nc(/N=C(/N)Nc2cccc(OCc3ccccc3)c2)n1
  /	8
112) Cc1ccc(-n2c(=O)c(C#N)cc3c(=O)n4ccccc4nc32)cc1
  /	6
109) O=C(Nc1ccccc1NC(=O)c1ccccc1)c1ccccc1
  160	/
116) COc1ccc(N2C(=O)CC(Sc3nccc(C)n3)C2=O)cc1 (configuration not stated)
  101	5&1
114) COc1cccc(CNc2nc3nc(C)c(Cl)c(C)n3n2)c1
  83	-7
94) O=C(NNc1ccc([N+](=O)[O-])cc1)c1ccc(Cl)cc1Cl
  /	-2
101) O=C(/C=C/c1cccc([N+](=O)[O-])c1)Nc1cccnc1
  /	3
92) O=C(COc1ccc(Cl)cc1Cl)NC1CCSC1=O (configuration not stated)
  114	-1
110) Cc1sc(NC(=O)c2ccccc2)c(C#N)c1C
  172	/
108) O=C1c2ccccc2C(=O)N1c1ncccn1
  118	5
118) O=C(O)c1cccc(N2CCCC2=O)c1
  94	-3

Screening data: PubChem, several laboratories
